M. tuberculosis GlmU – inhibition of mycobacterial GlmU enzyme – biochemical, glucosamine-1-phosphate acetyltransferase (AID 1376); Bifunctional protein GlmU (Mycobacterium tuberculosis (strain ATCC 25618 / H37Rv)); M. tuberculosis GlmU acetyltransferase enzyme assay; higher % means a stronger effect; inhibition, %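 (tested at 30 µM in the primary screen)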; hits with a dose series show IC50 in µM; 220,000 compounds, 0.25% hits; in the data active = inhibition above about 13%;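 also: 0% = complete reaction with vehicle and 100% = reaction without substrate; strong numbers were not always called active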
RmlCD inh 1536 – M. tuberculosis RmlC/RmlD coupled enzyme inhibitors, primary screen, biochemical, compound mixtures, 384-well, from 1536-well plates; dTDP-4-dehydrorhamnose reductase (Mycobacterium tuberculosis (strain ATCC 25618 / H37Rv)) …; RmlC+RmlD coupled enzyme assay, percent inhibition; primary screen in compound mixtures; inhibition, % at 3.6 µM; 160,000 compounds, 0.03% hits; in the data active = inhibition mostly above about 34%, no sharp cut-off; also: some results filed as inactive read as strong as hits
Target sequence (P9WH09 whole entry, looked up): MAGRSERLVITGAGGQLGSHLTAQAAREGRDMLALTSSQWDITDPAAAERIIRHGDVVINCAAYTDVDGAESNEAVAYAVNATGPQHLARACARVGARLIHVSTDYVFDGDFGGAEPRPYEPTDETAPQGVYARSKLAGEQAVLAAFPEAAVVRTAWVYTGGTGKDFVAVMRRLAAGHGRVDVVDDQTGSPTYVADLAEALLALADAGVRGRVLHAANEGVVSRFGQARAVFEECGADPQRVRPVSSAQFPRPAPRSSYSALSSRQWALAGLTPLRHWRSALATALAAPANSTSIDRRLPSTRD
Target sequence (P9WH11 whole entry, looked up): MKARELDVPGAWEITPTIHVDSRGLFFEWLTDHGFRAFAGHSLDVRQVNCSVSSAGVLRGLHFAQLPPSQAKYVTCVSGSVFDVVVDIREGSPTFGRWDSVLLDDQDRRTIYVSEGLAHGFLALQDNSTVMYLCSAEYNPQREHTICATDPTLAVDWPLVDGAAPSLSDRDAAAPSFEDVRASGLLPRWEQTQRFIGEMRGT
Numbers without * were called inactive; nt = no result given. An excerpt (hit frequency here may not be typical).

Each structure is followed by: M. tuberculosis GlmU | RmlCD inh 1536
> CCc1ccc2[nH]c(=O)c(CN(Cc3nnnn3C3CCCC3)C3CCCCC3)cc2c1
  -0.4% | -6.1
> COc1ccc(/C=N/NC(=O)c2ccccc2)cc1CN1CCN(c2ccc(F)cc2)CC1
  nt | 1.9
> Cc1cnc(C(=O)N2CCCC(C(=O)c3ccc(C(F)(F)F)cc3)C2)cn1 (stereo not drawn)
  1.8% | -4.4
> NS(=O)(=O)c1ccc(CCN=Cc2ccccc2O)cc1
  -5.2% | 4.0
> O=C(Nc1ccc(S(=O)(=O)NCc2cccnc2)cc1)c1ccco1
  -0.2% | 3.5
> Cc1cccc(N/N=C/c2ccc(O)c(O)c2O)c1
  6.0% | 14.7
> O=C(OCc1cc2ccccc2[nH]c1=O)c1cccc([N+](=O)[O-])c1
  -0.6% | -7.5
> CCOC(=O)NC1(NCC(C)C)Oc2ccccc2O1
  -6.0% | -13.1
> Cc1ccc(NC(=O)C(=O)NC2CCCCC2)cc1
  2.4% | -2.7
> Cc1ccc2[nH]c3c(=O)n(Cc4ccncc4)cnc3c2c1
  3.3% | nt
> Cc1cc(-n2[nH]c(C)c(C)c2=O)nc(-c2ccccc2O)n1
  -4.4% | nt
> CCN(CC)P(=O)(Oc1cccc(C)c1)N(CC)CC
  -0.4% | -5.8
> Cc1nn(C)c(C(=O)NNC(=O)Nc2cccc(C(F)(F)F)c2)c1Cl
  -0.2% | 4.8
> Cc1ccc(-n2nnc3c(=O)n(Cc4ccccn4)cnc32)cc1C
  0.8% | 9.0
> CCCN(CCC)CCNS(=O)(=O)c1ccc2c(c1)oc(=O)n2C
  2.4% | -9.1
> CNC(=S)N/N=C/c1cn(Cc2c(F)cccc2Cl)c2ccccc12
  6.5% | -3.7
> CCN1CCCn2c1nc1c2c(=O)n(C)c(=O)n1C
  -0.2% | -1.1
> O=C(NCc1cccnc1)c1cnc2sccn2c1=O
  -2.4% | -0.3
> CCOc1ccc(-n2cnnn2)cc1S(=O)(=O)NCc1ccccc1
  3.9% | 9.5
> COc1ccccc1-c1nnc(N)s1
  6.6% | -2.3
> CCN=c1scc(C)n1/N=C/c1cc(Br)c(O)c(Br)c1
  4.1% | -13.6
> O=C(NN=C1CCCCCC1)C(=O)Nc1cccc(Br)c1
  -3.1% | -3.2
> COc1ccccc1N(CC(O)Cn1ccnc1C)S(=O)(=O)c1ccc(C)cc1 (stereo not drawn)
  -0.4% | 8.3
> Brc1ccc(-c2nnc3n2CCCCC3)cc1
  2.9% | 4.5
> NC(=O)CSc1nc(-c2ccccc2)nc2c1CCCC2
  -3.9% | 12.8
> Cc1nn(Cc2cccc(F)c2)c(C)c1NC(=O)c1c([N+](=O)[O-])c(C)nn1C
  3.0% | 1.4
> COC(=O)CCCNC(=O)c1ccccn1
  2.4% | 9.5
> COc1ccc(S(=O)(=O)NCc2cccs2)cc1
  2.2% | nt
> Cc1ccc(CCNC(=O)c2coc3nc4ccccc4nc23)cc1
  nt | -59.7
> CNC(=S)NNC(=O)c1ccccc1Br
  -3.4% | 6.0
> Oc1ccccc1/C=N/Nc1ncc(Br)cn1
  3.1% | -2.0
> CCOc1ccccc1NC(=O)c1cc(Cl)ccc1NC(=O)c1ccco1
  4.2% | nt
> Clc1cccc(Cl)c1/C=N/Nc1c(Cl)cncc1Cl
  2.7% | 8.0
> COc1cccc(C(=O)c2ncc(C(F)(F)F)cc2Cl)c1
  -1.2% | -1.3
> COC(=O)Nc1ccc(S(=O)(=O)N2CCCCCC2)cc1
  1.4% | 7.0
> C#CC(=O)N(c1ccc(OC)cc1OC)C(C(=O)NC1CCCC1)c1cccs1 (stereo not drawn)
  4.6% | 28.9
> C=CCN1C(=O)C(CC(=O)O)SC1=Nc1ccc(C)cc1 (stereo not drawn)
  3.6% | 3.5
> CC(/C=N/Nc1nc(N2CCCCC2)nc(N2CCCCC2)n1)=C\c1ccccc1
  3.4% | -2.3
> O=C1Nc2ccc(Br)cc2C1=Nc1cccnc1
  -2.0% | nt
> Cc1ccc(C(c2nnnn2CS(=O)(=O)c2ccc(C)cc2)N2CCN(c3ncccn3)CC2)cc1 (stereo not drawn)
  6.8% | nt
> Cc1cc(N2CCN(C)CC2)nc(-c2ccccc2O)n1
  -0.4% | -11.4
> COCC1CCCN(Cc2nc(-c3ccc4c(c3)OCO4)no2)C1 (stereo not drawn)
  -3.2% | nt
> OC1(c2ccc3c(c2)OCO3)CCN(Cc2ccc(F)cc2)CC1
  5.4% | 5.0
> COc1ccc(OC)c(NC(=O)CSc2ccccc2)c1
  4.5% | 1.6
> COc1ccc(C2C(C(N)=O)=C(C)Nc3nc(-c4ccccc4OC)nn32)cc1OC (stereo not drawn)
  -8.4% | nt
> CCC1CCCCN1C(=S)Nc1ccc(SC(F)F)cc1 (stereo not drawn)
  2.5% | 5.8
> COc1ccc(OC)c(/C=C/C(=O)OCC(=O)Nc2cccc(Oc3ccccc3)c2)c1
  -5.5% | 2.5
> COc1ccc(NC(=O)c2sc(Cl)nc2-c2ccccc2)cc1
  0.4% | -2.6
> COc1ccc(NC(=S)NNC(=O)Cn2nc([N+](=O)[O-])cc2C)cc1
  1.5% | nt
> O=C(CCNC(=O)c1ccco1)Nc1cccc(Br)c1
  1.2% | 10.0
> CCS(=O)(=O)N1CCC(C(=O)Nc2cc([N+](=O)[O-])ccc2C)CC1
  -1.9% | nt
> Cc1cccnc1CN1CCN(C(=O)CCc2nnc(CCc3ccccc3)o2)CC1
  -3.3% | -1.6
> N#C/C(=C\c1c[nH]c2ccccc12)C(N)=O
  -3.8% | nt
> COc1cccc(OC)c1C(=O)NCCSC1CCCCC1
  2.6% | nt
> COc1cc2c3nnc(-c4ccc(F)cc4)c-3cn(Cc3ccccc3F)c2cc1OC
  -2.6% | 3.8
> CCOC(=O)c1cnc(SCc2ccc(C(C)(C)C)cc2)nc1N
  -2.8% | nt
> Oc1ccc(-c2n[nH]c(C(F)(F)F)c2-c2ccccc2)c(O)c1
  1.5% | -1.6
> CCN1CCc2nc(N)sc2C1
  4.7% | 0.4
> O=C(Nc1sc2c(c1C(=O)N1CCOCC1)CCCCC2)c1cccnc1
  -1.9% | 5.2
> CC1=CC(=O)c2c(O)ccc(O)c2C1=O
  9.3% | -4.0

New compounds follow.
Each structure is followed by: M. tuberculosis GlmU | RmlCD inh 1536
> CCCS(=O)(=O)c1c(S(=O)(=O)CCC)c2c(N)cccn2c1C(=O)OC
  6.7% | nt
> CCCCC(=O)Nc1nn(CC(C)C)c2nc3ccccc3cc12
  3.0% | 7.4
> CCOC(=O)c1c(NC(=O)CSc2nnc(C)s2)sc2c1CCN(C)C2
  -5.7% | nt
> Cc1ccc(NC(=O)c2cc(S(=O)(=O)Nc3ccc(C)cc3)cs2)cc1
  -1.3% | nt
> Cc1ccc(CNC(=O)C2CC(c3ccccc3F)=NO2)cc1 (stereo not drawn)
  -1.6% | nt
> O=C1CC(C(=O)Nc2cccc3ccccc23)C2(CCCC2)O1 (stereo not drawn)
  1.1% | -9.7
> O=C(NCCCCC(NC(=O)c1ccc([N+](=O)[O-])cc1)C(=O)O)c1ccc([N+](=O)[O-])cc1 (stereo not drawn)
  -2.6% | nt
> O=C(Nc1ccccc1)NC1(C(=O)N2CCN(c3ncccn3)CC2)CCCCC1
  0.7% | -7.7
> O=C(c1cccs1)N1CCC(C(=O)N2CCN(Cc3ccc4c(c3)OCO4)CC2)CC1
  -6.0% | 10.2
> COC(=O)c1ccc(N/C=C\C(=O)c2ccc3c(c2)OCO3)cc1
  -1.9% | 11.6
> COc1ccc(CCN2C(=O)CS/C2=N\NC(=O)c2ccc(C(C)(C)C)cc2)cc1OC
  0.4% | -10.0
> COc1cccc(NC(=O)c2oc3ccccc3c2NC(=O)c2ccc3c(c2)OCO3)c1
  -4.5% | -9.1
> Cc1cccc2c1[nH]c1nc(N/N=C\c3ccco3)nnc12
  nt | 7.3
> Cc1cccc(C2NC(=O)c3c(sc(C)c3C)N2)c1O (stereo not drawn)
  -0.7% | nt
> Cc1c(C(C)C)c(=O)n(-c2ccc(S(=O)(=O)NC3CCCCC3)cc2)n1C
  -0.9% | 8.0
> Cc1ccc(OCc2nnc(SCc3ccc(C#N)cc3)n2-c2ccc(C)cc2)cc1
  -0.6% | -6.0
> COCCCNS(=O)(=O)c1ccc(OC)c(Cl)c1Cl
  -6.9% | -3.4
> COC(=O)c1cc(C(=O)Nc2nnc(CC(C)(C)C)s2)cc([N+](=O)[O-])c1
  0.1% | 8.8
> CCOC(=O)C1=C(C(C)=O)C(c2cccnc2)C(C#N)=C(N)O1 (stereo not drawn)
  1.3% | -3.7
> Cc1cc(Cl)ccc1OCC(=O)N1CCN(c2ncccn2)CC1
  -8.9% | -8.3
> COC(=O)c1cn[nH]c1NC(=S)Nc1ccc(Cl)c(Cl)c1
  1.5% | -6.6
> COCCn1c(=S)[nH]c2cc(C(=O)N3CCc4ccccc4C3)ccc2c1=O
  1.8% | -8.8
> CCCOc1cccc(C(=O)N(Cc2ccco2)C2CCS(=O)(=O)C2)c1 (stereo not drawn)
  -7.1% | 26.2
> C=COCCNC(=O)Nc1ccc(Cl)c(Cl)c1
  4.0% | 9.1
> O=C(c1ccc(N2CCCCC2)c([N+](=O)[O-])c1)N1CCOCC1
  5.5% | -2.9
> Cc1cc(Cl)c(S(=O)(=O)N2CCCC2)cc1OCC(=O)NC1CCCCC1
  3.8% | -3.4
> Cn1c(CN2CCCCC2)c(C#N)c2ccccc21
  -0.9% | -1.9
> CC(=O)C(=Cc1ccc(O)cc1)C(C)=O
  0.6% | nt
> CS(=O)(=O)n1nc(C(=O)N2CCOCC2)nc1N
  0.6% | nt
> C/C(=N\NC(=O)c1ccc(NS(=O)(=O)c2cccs2)cc1)c1ccncc1
  6.8% | -2.9
> CCOC(=O)C(O)(c1ccc(N(CC)C(=O)COc2ccccc2)cc1)C(F)(F)F (stereo not drawn)
  -1.0% | nt
> NC(=O)c1ccsc1NC(=O)C1CCCN1S(=O)(=O)c1ccc(Cl)cc1 (stereo not drawn)
  5.8% | 6.2
> CCOC(=O)c1c(N)nn(C(=O)c2ccccc2)c1-c1ccccc1
  1.2% | -15.1
> Cc1cc(C)cc(NC(=O)CC2NCCNC2=O)c1 (stereo not drawn)
  3.2% | -5.8
> CCOC(=O)N1CCN(C(=O)CCN2C(=O)COc3ccc(C)cc32)CC1
  -4.1% | 3.5
> COc1ccc(NC(=O)NCc2cccnc2)cc1OC
  4.7% | -8.7
> CCN(CC)S(=O)(=O)c1ccc2[nH]cc(C(=O)NCCCN3CCCCC3C)c(=O)c2c1 (stereo not drawn)
  -0.3% | nt
> NS(=O)(=O)c1ccc(CCNC(=O)CN2CCN(c3ccccc3O)CC2)cc1
  0.7% | -6.5
> CN(CC(=O)Nc1ccccc1F)CC(=O)Nc1ccccc1Br
  -2.5% | 27.7
> CC(NC(=O)OCc1ccccc1)C(=O)Oc1cc2oc(=O)cc(-c3ccccc3)c2cc1Cl (stereo not drawn)
  2.1% | -25.9
> COc1ccccc1NC(=O)CSc1nnc(Cn2c(=O)sc3ccccc32)n1C
  nt | 7.1
> C#CCOCCOCCOCCNc1nc(N2CCN(C(=O)[C@H]([C@@H](C)CC)n3cc(CCCN=C(N)N)nn3)CC2)nc(N2CCN(C(=O)[C@H]([C@@H](C)CC)n3cc(CCCN=C(N)N)nn3)CC2)n1
  -6.5% | nt
> O=S(=O)(Cc1ccc(Cl)cc1)N1CCN(Cc2ccc3c(c2)OCO3)CC1
  0.8% | -14.6
> Cn1nnnc1Sc1ncnc2scc(-c3ccccc3)c12
  8.2% | 5.9
> Cc1ccc([N+](=O)[O-])cc1NC(=O)Nc1ccc(S(N)(=O)=O)cc1
  -1.1% | -1.8
> Cc1cc(=O)oc(C)c1C(=O)NCCc1ccc(F)cc1
  -3.6% | nt
> Cc1ccc(S(=O)(=O)CC(CN2CCOCC2)N2CCOCC2)cc1 (stereo not drawn)
  -2.7% | -10.2
> O=C(Nc1ccccc1C(=O)N1CCCCCC1)c1ccc(Cl)cc1
  -3.5% | 6.0
> O=C(NCC(=O)N1CCN(S(=O)(=O)/C=C/c2ccccc2)CC1)c1ccc(Cl)cc1
  -0.8% | nt
> COc1ccccc1-n1c2nc3ccccc3nc2c2c(=O)n(-c3cc(C)cc(C)c3)cnc21
  -3.6% | -5.7
> O=C(CSc1nnc2c(Cl)cc(C(F)(F)F)cn12)Nc1ccc2c(c1)OCO2
  -2.1% | 17.7
> CCOC(=O)c1sc2nc(C)nc(NCc3cccnc3)c2c1C
  -9.8% | -6.1
> CCCCn1c(SCC(=O)OCC)nc2c1c(=O)[nH]c(=O)n2C
  -0.5% | -13.0
> CSCCC(NC(=O)CCN1C(=O)c2ccccc2C1=O)C(=O)O (stereo not drawn)
  5.3% | 11.4
> COc1cccc(-c2ccc(C#N)c(OC(=O)c3c(Cl)cccc3Cl)n2)c1
  -3.6% | nt
> Cc1cc(C(=O)CSc2nnc(-c3ccccc3)n2-c2ccccc2)c(C)n1-c1ncn[nH]1
  -4.2% | 9.9
> O=C(N/N=C/c1ccc(Br)cc1)c1ccccc1-n1cccc1
  6.0% | -6.6

Profiles, quoted from the list. Screens in order: M. tuberculosis GlmU | RmlCD inh 1536
`Cc1cc(C)cc(NC(=O)CC2NCCNC2=O)c1` (stereo not drawn) in the list: 3.2% | -5.8
`COc1ccccc1NC(=O)CSc1nnc(Cn2c(=O)sc3ccccc32)n1C` in the list: nt | 7.1
`CCN(CC)S(=O)(=O)c1ccc2[nH]cc(C(=O)NCCCN3CCCCC3C)c(=O)c2c1` (stereo not drawn) in the list: -0.3% | nt
`COc1ccccc1-n1c2nc3ccccc3nc2c2c(=O)n(-c3cc(C)cc(C)c3)cnc21` in the list: -3.6% | -5.7

Bioassay records: PubChem BioAssay, several laboratories
